mcGAS RapidFire: blocks mouse cGAS cGAMP production. AID 1259397. inhibition, % at 12.5 µM. 0.18% of 130,000 active. Q8C6L5. recombinant mouse cGAS, cGAMP by RapidFire MS;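 active means inhibition of cGAS enzyme activity at or above 60%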;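 further: enzyme stimulated by 45 bp dsDNA with ATP and GTP substrates; cGAMP share of summed cGAMP plus half ATP and half GTP signals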
Target sequence (Q8C6L5 whole entry, looked up): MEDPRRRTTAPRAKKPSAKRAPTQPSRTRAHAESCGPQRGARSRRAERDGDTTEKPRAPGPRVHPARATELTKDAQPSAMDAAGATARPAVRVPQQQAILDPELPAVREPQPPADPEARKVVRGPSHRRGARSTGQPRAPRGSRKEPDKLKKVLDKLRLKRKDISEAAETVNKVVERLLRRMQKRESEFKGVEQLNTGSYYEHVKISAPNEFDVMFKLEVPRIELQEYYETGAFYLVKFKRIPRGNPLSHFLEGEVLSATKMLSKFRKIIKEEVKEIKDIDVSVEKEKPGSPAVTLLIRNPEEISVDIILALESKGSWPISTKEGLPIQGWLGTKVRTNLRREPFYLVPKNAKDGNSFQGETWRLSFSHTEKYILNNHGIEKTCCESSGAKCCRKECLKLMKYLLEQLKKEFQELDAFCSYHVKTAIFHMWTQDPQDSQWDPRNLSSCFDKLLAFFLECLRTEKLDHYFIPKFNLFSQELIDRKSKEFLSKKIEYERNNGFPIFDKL
Starred values were filed as active, the others as inactive; & = joins results of further samples. This is a subset (hit frequency here may not be typical).

SMILES	mcGAS RapidFire
Cc1cc(N2C(=O)c3oc4ccccc4c(=O)c3C2c2cccc(Cl)c2)no1 (configuration not stated)	-1.5
O=C(CC(NCCC1=CCCCC1)C(=O)O)Nc1ccccc1Cl (configuration not stated)	-7.0
COc1cccc(-c2noc3c2CN(C(=O)C#Cc2ccccc2)CC3)c1	-7.6
CC(C)CC1NC(=O)c2ccccc2N(CC(=O)N2CCc3ccc(Br)cc3C2)C1=O (configuration not stated)	-6.0
CSCc1ccc(C(=O)N2CCC(n3nc(C)cc3C)C2)o1 (configuration not stated)	-10.1
CCNc1ncc(-c2nn3c(C(C)C)nnc3s2)cn1	1.2
CC(C)C12C=CC(C)(CC1)C1C(=O)N(c3ccccc3)C(=O)C12 (configuration not stated)	-4.4
Cc1cc(OCCCN2CCOC2=O)nnc1C	-9.5
O=C1NC2(CCC(c3ccccc3)CC2)Nc2c1cnn2-c1ccc(F)cc1 (configuration not stated)	-32.6
CNc1nc(OC)nc(Oc2ccc(C(=O)OC)cc2)n1	-1.9
COc1cc2nc(NC(=O)CN3CCSC3=O)sc2cc1OC	7.4
CN(CC(O)c1ccccc1)C(=O)c1ccc2nc(C3CCCCC3)oc2c1 (configuration not stated)	-6.6
O=C(Nc1nnc(-c2ccc(Cl)cc2)o1)c1ccncc1	20.8
C=CCNC(=S)N=C1CCN(c2ccccc2)N1	-3.5
Cc1ccc(S(=O)(=O)N2CCC(C(=O)NCC3(N(C)C)CCCCC3)CC2)cc1C	-1.4
c1ccc(CSc2nnc(-c3cccnc3)o2)cc1	-3.6&1.6
COc1ccc(N(CCC(=O)O)S(=O)(=O)c2ccc(C)c(C)c2)cc1	4.6
Cc1cc(F)ccc1NC(=O)C(C)NC(=O)c1cc(C(C)C)on1 (configuration not stated)	-14.3
C=CCn1cc(CN2CCN(c3ccccc3OCC)CC2)c(C)n1	-11.1
O=C(O)C1CC1c1ccc(OCc2ccccc2)cc1 (configuration not stated)	-1.0

Individual results from above.
c1ccc(CSc2nnc(-c3cccnc3)o2)cc1 | mcGAS RapidFire: -3.6&1.6
CN(CC(O)c1ccccc1)C(=O)c1ccc2nc(C3CCCCC3)oc2c1 (configuration not stated) | mcGAS RapidFire: -6.6
COc1ccc(N(CCC(=O)O)S(=O)(=O)c2ccc(C)c(C)c2)cc1 | mcGAS RapidFire: 4.6

The listing picks up, starting 4 compounds before the break.
SMILES	mcGAS RapidFire
COc1ccc(N(CCC(=O)O)S(=O)(=O)c2ccc(C)c(C)c2)cc1	4.6
Cc1cc(F)ccc1NC(=O)C(C)NC(=O)c1cc(C(C)C)on1 (configuration not stated)	-14.3
C=CCn1cc(CN2CCN(c3ccccc3OCC)CC2)c(C)n1	-11.1
O=C(O)C1CC1c1ccc(OCc2ccccc2)cc1 (configuration not stated)	-1.0
CCOc1ccc(-c2cncnc2)cc1	-21.6
CN1CCCn2nc(C(=O)N[C@H]3COC[C@@H]3N3CCOCC3)cc2C1	1.8
COc1ccccc1C(=O)C=Cc1ccc(C(=O)O)cc1	-11.7
O=S(=O)(NCc1cn2ccccc2n1)c1ccc2c(c1)OCCO2	-0.4
NC(=O)C1CCCCN1C(=O)CSc1nnc(Nc2ccccc2F)s1 (configuration not stated)	-2.7
COc1ccc(-c2nnc(OC)c3ccccc23)cc1	-1.3
COC(=O)C(c1cc(F)ccc1F)N(C)C(=O)Cn1cccc(C(F)(F)F)c1=O (configuration not stated)	-9.1
COc1ccccc1CCNC(=O)c1ccccc1N1CCC(NC(=O)CCc2ccccc2)CC1	-2.5
O=[N+]([O-])c1ccc(Cl)c(S(=O)(=O)Nc2cccc(S(=O)(=O)NC3=NCCC3)c2)c1	-7.0
CCN1CCN(C(=O)Nc2cn(CCOC)c3ccccc23)CC1	-3.6
O=c1[nH]c(=O)n(Cc2ccn(-c3ccc(F)cc3)n2)cc1Cl	-12.2&0.8
Cc1ccc(-c2cc(CO)ccn2)c2cccnc12	1.6
Cc1cc(C)c2c(=O)[nH]c(SCCOc3ccccc3F)nc2n1	-1.7
O=S(=O)(NC1(c2ccc3c(c2)OCCO3)CCCC1)c1c(F)cccc1F	-6.9
Cc1cc(N2CCC(c3ccc(O)cc3)CC2)n2nc(C(F)(F)F)nc2n1	2.2
O=C(Nc1cccc(-c2cccc(F)c2)c1)C1CCN(CC2CC2)CC1	-6.1&-2.6
CN(C)C(=O)CN1C(=O)C(CCC(=O)NCc2ccc(N(C)C)cc2)NC(=O)c2ccccc21 (configuration not stated)	-7.5
c1cc2c(cc1CN1CCN(Cc3ccc4c(c3)OCO4)CC1)OCO2	-5.6
CN(C)CCN1C(=O)C(O)=C(C(=O)c2ccco2)C1c1ccco1 (configuration not stated)	-17.3
CSCCn1c(=NC(=O)C2=COCCO2)sc2cc(C)c(C)cc21	-9.8
CCOC(=O)CNC(=O)Cn1cnc2c(nnn2CC)c1=O	-1.1
Cn1cc(C=C2SC(=NC3CCCCC3)NC2=O)cn1	-1.4
O=C1C2CC=C(Cl)CC2C(=O)N1CCCN1CCN(CCCN2C(=O)C3CC=C(Cl)CC3C2=O)CC1 (configuration not stated)	-3.7
Cc1ccc(C2=Nc3ncnn3C(c3ccc(Cl)cc3Cl)C2)cc1 (configuration not stated)	-2.4
Cc1c(-c2cc(C(=O)N3CCC4(CCCN(C)CC4)CC3)[nH]n2)cnn1C	-4.9
CN(C)C(=O)CN1CCC2(CC1)Nc1ccccc1C(=O)N2C1CCCC1	0.7
CC(C)c1nc(SCc2ccccc2F)c2c(=O)n(C)c(=O)n(C)c2n1	7.0
Fc1ccc(NC(=S)NCCN2CCOCC2)c(F)c1F	-5.4
COc1ccc2[nH]c(CNC(=O)c3cc(C)[nH]n3)cc2c1	-14.2
Cc1ccc(OCC(=O)Nc2nccs2)c(C)c1	-9.9
O=C(NCc1ccc(S(=O)(=O)N2CCOCC2)cc1)c1ccoc1	2.2
CC1CN(C(=O)C2CC(=O)N(C)C2c2cccnc2)CC1N(C)C (configuration not stated)	-44.1
C(=N/n1c(-c2ccc3c(c2)OCCO3)csc1=NC1CC1)/c1ccccn1	-0.8
CN(CC(=O)N1CCOCC1)C(=O)c1ccc2c(=O)n(-c3ccccc3)c(=O)[nH]c2c1	4.3
C=CCNc1ccccc1C(=O)NCc1c(C)n[nH]c1C	-11.2
CCn1ccc(C(=O)N=c2sc3cc(C)c(C)cc3n2CCOC)n1	9.4
COC(=O)Nc1cccc(C(=O)Nc2cc(C#N)cn2C(C)(C)C)c1	3.6
COc1nc(Nc2ccc(OC)c(Cl)c2)nc(OC)n1	10.3
O=c1[nH]c2ccnc([N+](=O)[O-])c2[nH]1	-13.5
CC1=C2C(CCS2(=O)=O)CC2(C1)C(=O)OC(C)(C)OC2=O (configuration not stated)	3.0
COc1cc(SC#N)ccc1NC(=O)N=Cc1c(C)c(C#N)c(=O)n(CCc2ccccc2)c1O	-4.7
S=C(Nc1cccnc1)NC1CCCc2ccccc21 (configuration not stated)	-1.0
OC(c1ncccn1)C1CCCC1 (configuration not stated)	-13.8
Cn1c(CN2C(=O)NC(C)(c3ccc(Cl)cc3)C2=O)cc(=O)n(C)c1=O (configuration not stated)	-3.4
CC1CCC2=C(C1)SC1NC(c3ccccc3)NC(=O)C21 (configuration not stated)	-1.6
CC(C)(C)C1CCC(OC(=O)CCC(=O)NCc2ccccc2)CC1 (configuration not stated)	1.0
Clc1ccc(-c2noc(CSc3nnc(NC4CC4)s3)n2)cc1	1.2
O=C(Nc1n[nH]c(CSc2nc3ccccc3s2)n1)c1ccccc1	-6.8
COc1ccc(NC(=O)N2CCN(c3ccc(Nc4cccnc4)nn3)CC2)cc1OC	-4.9
O=C(NCc1nnc2n1CCC2)Nc1sc2ccccc2c1Cl	-8.9
CC(C)CCN(CCC#N)Cc1ncc(Cl)n1C	-8.3
Fc1ccc2c(c1)sc1nc(-c3ccc(Cl)s3)cn12	-8.9
CC(NCc1ccc(N(C)CCO)cc1)c1ccc2c(c1)CCCC2 (configuration not stated)	-57.2
O=C(CCCN1C(=O)c2ccccc2C1=O)N1CCC(=Cc2ccccc2F)CC1	0.0
Cc1cccc(-c2ncc(CNCCCC3CCOC3)cn2)c1 (configuration not stated)	-5.2
CC(NC(=O)C1CCCN(C(=O)Nc2ccccc2)C1)c1nnc2ccccn12 (configuration not stated)	-7.7
Cc1ccc2[nH]c(=O)c(CN(Cc3c(C)nn(C)c3C)C3CC3)cc2c1	-4.4
COc1ccc(-c2noc(CSc3nc4ccccc4o3)n2)cc1OC	1.0
O=C(Nc1ccc(-c2cscn2)cc1)C1CCCN(C(=O)CC2=CCCCC2)C1 (configuration not stated)	-6.7&3.1
CC(C)=CC(=O)NS(=O)(=O)CC(C)C	-7.1
Further compounds follow.
SMILES	mcGAS RapidFire
COc1ccc2c(c1)c(CC(=O)N1CCOCC1)c(C)n2C(=O)c1ccc(Cl)cc1	-10.7
CC(=O)c1cccc(NC(=O)c2cn(C)c3c(=O)n(-c4ccc(C)cc4)c(=O)[nH]c23)c1	-33.7
COc1ccc(-c2cccc(NC(C)=O)c2)cn1	-15.5
Cc1cc(I)cc(C(=O)O)c1C	-10.0
Cc1c(C)n2c3c(=O)n(C)c(=O)n(C)c3nc2n1CCN1CCC(C)CC1	1.8
C=CCNc1nnc(Sc2ccc(C(F)(F)F)cn2)s1	-3.4
CCN1CCCC1CN(CC1CCN(CCOC)CC1)C(=O)c1cnc(C)cn1 (configuration not stated)	-6.4
Nc1ncc(-c2cccc3ccnn23)cn1	-12.4
Cc1cccc(NC(=O)CCc2c(C)nn(-c3nc(C)c(C)c(=O)[nH]3)c2C)c1C	-4.5
Cn1c(=O)c2c(SCC(=O)Nc3nccs3)nc(-c3ccc(F)cc3)nc2n(C)c1=O	4.8
CN(C)c1ccc(P(=O)(OCc2ccccc2)C(O)c2ccc(Br)cc2)cc1 (configuration not stated)	-7.5
CC(=O)Nn1c(C)ccc1C	7.2
CN1C(=O)C(=Cc2ccc(O)cc2)SC1=S	-11.3
Nc1cc(=O)[nH]c(SCCSc2cc(Cl)ccc2Cl)n1	-4.2
CCCCCCCCCCCCC[N+](C)(C)Cc1ccccc1	-2.7&-1.4
CCCCSc1nnc(C)c(=O)[nH]1	-0.1&2.1
COc1ccc(C(C)(C)C)cc1NC(=O)CN1CCSC1=O	-12.7
O=c1c(C=NCc2ccco2)c(NCc2ccco2)nc2ccccn12	1.1
Fc1ccccc1-c1n[nH]c2c1CN(Cc1ccc3nonc3c1)CC2	-0.7
CCOC(=O)c1sc(N)c(C(N)=O)c1C	-8.8

Shown in markdown: 3 of the compounds above.
| SMILES | mcGAS RapidFire |
| --- | --- |
| COc1ccc(C(C)(C)C)cc1NC(=O)CN1CCSC1=O | -12.7 |
| O=c1c(C=NCc2ccco2)c(NCc2ccco2)nc2ccccn12 | 1.1 |
| Fc1ccccc1-c1n[nH]c2c1CN(Cc1ccc3nonc3c1)CC2 | -0.7 |

The list goes on.
SMILES	mcGAS RapidFire
CC(CC(=O)OC(C)(C)C)NC(=O)c1csc(-c2ncccn2)n1 (configuration not stated)	-9.8
Cc1noc(C)c1C(=O)N(C)CC(=O)Nc1ccc(Cl)cc1	-5.2
CSCCNc1nc2nonc2nc1N1CCCCCC1	-1.4
CO[C@H]1CN(C(C)C)C[C@@H]1NC(=O)c1cccc(NCc2ccccn2)c1C	-5.9
CCOC(=O)c1ccc(Nc2cc(C)nc(-c3ccccc3O)n2)cc1	1.1
CN1CCc2cccc3c2C1Cc1ccc(O)c(O)c1-3 (configuration not stated)	1.3&2.3
CC1CCCC(NC(=O)Cn2cc([N+](=O)[O-])ccc2=O)C1C (configuration not stated)	-8.4
CSCCC(=O)N1CCCC(N(C)CCc2ccccc2)C1 (configuration not stated)	-0.2
NC(=O)c1cccc(C2NC(=O)CN2Cc2ccccc2)c1 (configuration not stated)	-0.6
COc1ccc(Cl)cc1-n1c(C)c(C)n2c3c(=O)n(CC(C)=O)c(=O)n(C)c3nc12	-8.8
CCNC(=S)N1CCn2cccc2C1c1ccc(F)cc1 (configuration not stated)	-9.2
CNc1nc(-c2cccc(C(=O)N(C)C)c2)cn2ccnc12	4.5
O=C(CN1CCC(c2ccccc2)CC1)N1CC(c2cccnc2)C1	-27.4
C=C(C)Cn1c(C)nc2ccccc21	16.5
CCCCn1c2c(c(=O)n(C)c1=O)C(CC(=O)NCc1ccc(C)cc1)C(=O)N2 (configuration not stated)	3.1
CC(=O)Nc1ccc(SCC2CCCO2)cc1 (configuration not stated)	-4.9
CC(C)NC(=O)c1nnc2n1CCN(C(=O)c1ccc3sccc3c1)C2	-2.9
O=C(NCCC(=O)N1CCCC1)c1ccc(F)cc1OC(F)F	-1.3
Cc1cc(F)ccc1CCNC(=O)NCc1noc(C(C)(C)C)n1	-6.4
O=c1[nH]cnc2cc(F)ccc12	-3.9
Nc1nc(N)nc(COC(=O)c2cc(F)ccc2Br)n1	7.0
Cc1c(C(C)NC(=O)c2coc(COc3cccc(F)c3)n2)cnn1C (configuration not stated)	-2.7
Cc1ccc(S(=O)(=O)N2CCOCC2)c(C)c1NS(C)(=O)=O	1.0
Cc1ccc(NC(=O)COC(=O)CCCn2c(=O)oc3cc([N+](=O)[O-])ccc32)cc1C	1.0
O=C(c1ccccc1OC1CCN(Cc2ccccn2)CC1)N1CCCC(CO)C1 (configuration not stated)	-12.5
COC(=O)c1cc(C2CC2)nc2c1c(-c1ccc(OC)cc1)nn2C1CCS(=O)(=O)C1 (configuration not stated)	-8.4
COC1=CC2NC(=O)NC(=O)C2C=C1OC (configuration not stated)	-6.8
Clc1cc(Cl)cc(-c2ccc(CNCc3ccccn3)o2)c1	-0.2
Cc1ccc(-n2nnnc2SCC(=O)NC(C)c2ccco2)cc1 (configuration not stated)	-7.6
CCn1c(C2CCCN(C(=O)CCn3nnc4ccccc43)C2)nn(C)c1=O (configuration not stated)	-8.3
Cc1cc(C)cc(C(=O)N(NC(=O)OCc2ccccc2)C(C)(C)C)c1	-8.6
CCc1nc(-c2nccn2-c2ccc3scnc3c2)c(C)[nH]1	-12.9
CC(C)Cc1ccc(C(C)NC(=O)c2cccs2)cc1 (configuration not stated)	7.0
CCCCN(C1CC(C)(C)NC(C)(C)C1)S(=O)(=O)N1CCC(C)CC1	-6.1
CCC(=O)Nc1ccc(SCc2ccc(C(=O)OC)o2)nn1	-5.0
CCN1C(=O)OC2(CC(C)(C)NC(C)(C)C2)C1(C)O (configuration not stated)	-2.0

Source: PubChem BioAssay (Fisher Drug Discovery Resource Center)
